Screens as filed in PubChem BioAssay.
TCR act: T cell receptor activation | Potency, µM (top dose mostly 9.22 µM), inactives show at the top dose activation of IL-2 secretion, most hits filed as activators | 330,000 tested, under 10 active | primary human leukocytes, anti-CD3, IL-2 HTRF, 48 h; also: % of control where 0% means no effect
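48 hr co-incubation of compounds, a-CD3 beads and primary human leukocytes; IL-2 quantified homogeneously by HTRF with anti-IL-2 K and d2 conjugates.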
AT treatment: candidate therapy for ataxia-telangiectasia; […] A-T fibroblasts, KAP-1 phosphorylation AlphaLISA; neocarzinostatin DNA damage 30 min before lysis; Potency, µM (series often up to 57.5 µM), inactives show top-dose activation, hits mostly activators; 0.19% of 320,000 active; AID 485349; also: potency is read from the fitted curve at half-maximal effect; % of control where 0% means no effect; nearly all actives have a fitted effect of over 45% in size
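hTERT-immortalized A-T patient fibroblasts ([…]), 500 cells/well in OPTI-MEM, 1% FBS, got compounds for 60 min, then NCS for 30 min at 37C. Lysates were then assayed for phospho-KAP-1 by AlphaLISA (anti-pKAP1 donor, anti-KAP1 acceptor beads), 6 hr at 25C.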
TSHR antagonist: blocks TSH signaling through the human TSH receptor | P16473 | TSHR-expressing cells, TSH-stimulated cAMP HTRF, 2 h; stronger effect = lower value | activity change, negative = inhibition, % at 11.5 µM | 0.2% of 330,000 active | AID 504810;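 active = activity change below a set negative limit, meaning inhibition stronger than a set level, cut at about -70% in these data; inconclusive = activity change between two set negative limits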; also: % is scaled to controls: 0 for no effect and ±100 for the full control effect
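Read-out is FRET at 665 nm (cryptate excitation 337 nm) from a cryptate-tagged anti-cAMP antibody, competed by cell cAMP against cAMP-d2. Compounds are tested on freshly harvested TSHR cells challenged with 4nM TSH (EC80) for 2 hours at 37 deg C.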
Mito fusion yeast: inhibitors of mitochondrial division or activators of mitochondrial fusion | 0.23% of 320,000 active | S. cerevisiae fusion-defective mutant growth rescue, CellTiterGlo 48 h | Potency, µM (top dose mostly 46.1 µM), without a hit: top-dose growth rescue (activation), usual class: activators | AID 485298;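 also: potency is read from the fitted curve at half-maximal effect; % of control where 0% means no effect; nearly all actives have a fitted effect of over 45% in size; temperature-sensitive fusion mutants such as fzo1-1 at 37 °C on non-fermentable ethanol glycerol medium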
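Temperature-sensitive fusion-defective S. cerevisiae (e.g. fzo1-1, mgm1-5) were grown with compound in YPEG medium (3% ethanol, 3% glycerol) for 48 hours at 37C. Growth rescue was measured as viability by CellTiterGlo luminescence after 10 minutes at ambient.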
a7 integrin act: integrin-mediated muscular dystrophy alleviation activation; 0.064% of 350,000 active; Potency, µM (top dose mostly 38.3 µM), without a hit: at the top dose activation, actives largely listed as activators; AID 624291; alpha7betagal myoblasts, beta-gal FDG fluorescence, 48 h;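 also: potency is read from the fitted curve at half-maximal effect; 100% = response of the positive control SU9516; nearly all actives have a fitted effect of over 60% in size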
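Alpha7betagal+/- myoblasts (passage 13) were plated 16-24 hr, then exposed to compounds (1:260 dilution of DMSO stock) for 48 hours at 37C. After MPER lysis, β-galactosidase reporter activity was read as FDG fluorescence (ex 480/em 540) after 30 minutes.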
PTAP TSG101 blk: blocks PTAP/TSG101 interaction to inhibit HIV-1 budding; 340,000 tested, under 10 active; Fluorescence polarization, FITC-PTAP peptide / Tsg101 binding; Potency, µM (doses to about 115 µM), without a hit: top-dose activity change, negative = inhibition, actives largely listed as inhibitors; Q99816; active = well fitted inhibition curve with a large enough effect in the main read-out, with a control signal flat, not every such curve was filed as active; inconclusive = small, poorly fitted or top-dose-only effect, or effect the other way, or a change in a side signal; inactive = no such curve, though single readings can be large or run the other way; also: potency is read from the fitted curve at half-maximal effect; % of control where 0% means no effect
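Fluorescence anisotropy tracks displacement of a FITC-tagged PTAP peptide (50 nM) from the Tsg101 binding domain (10 uM), following a 20 min room-temperature incubation at pH 7.5.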
Chronic BCR inh: inhibitors of chronic active B-cell receptor signaling; ABC-DLBCL IkBa-CBG/CBR reporter, luminescence ratio, 4 h; Potency, µM (highest dose often 46.1 µM), without a hit: at the top dose ratio change, negative = lower green/red ratio, actives largely listed as inhibitors; 0.05% of 340,000 active; AID 493014; active = well fitted inhibition curve with a large enough effect in the signal ratio, with a control signal flat, not every such curve was filed as active; inconclusive = small, poorly fitted or top-dose-only effect, or effect the other way, or a change in a side signal; the % refers to the signal ratio;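 also: potency is read from the fitted curve at half-maximal effect; plate controls were basal doxycycline-induced cells for no effect and cells given 10 µM MG132 for full effect; MG132 reads +100%, hits lower the ratio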
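Doxycycline induced both beetle luciferases in TMD8 lymphoma cells; IKK-driven degradation limits the IkappaBalpha-fused green signal, while red luminescence normalises for cell number and nonspecific effects. Compounds tested up to 46 uM, 4 hrs.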
ELG1 repair inh: ELG1-dependent DNA repair inhibition; HEK293T ELG1-luciferase reporter, luminescence, 16 h; DNA damage induced by 5-fluorouridine; Potency, µM (doses to about 46.1 µM), for the others: at the highest dose activity change, negative = inhibition, most hits filed as inhibitors; 2.3% of 330,000 active; also: potency is read from the fitted curve at half-maximal effect; % is scaled to controls: 0 for no effect and ±100 for the full control effect; nearly all actives have a fitted effect of over 55% in size
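Overnight (16 hr) co-exposure of 2,000 cells/well to 5-fluorouridine and compound at 37 °C preceded detection. Luciferase was quantified via ONE-Glo luminescence; loss of signal denotes inhibition.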
Eya2 inh: blocks the phosphatase activity of human Eya2. 0.006% of 330,000 active. AID 488837. Potency, µM (series often up to 76.9 µM), for the others: top-dose activity, negative = inhibition, usual class: inhibitors. recombinant Eya2, OMFP fluorescence dephosphorylation (OMFP is methylfluorescein phosphate); also: potency is read from the fitted curve at half-maximal effect; % is scaled to controls: 0 for no effect and ±100 for the full control effect
Target sequence (O00167 whole entry, looked up): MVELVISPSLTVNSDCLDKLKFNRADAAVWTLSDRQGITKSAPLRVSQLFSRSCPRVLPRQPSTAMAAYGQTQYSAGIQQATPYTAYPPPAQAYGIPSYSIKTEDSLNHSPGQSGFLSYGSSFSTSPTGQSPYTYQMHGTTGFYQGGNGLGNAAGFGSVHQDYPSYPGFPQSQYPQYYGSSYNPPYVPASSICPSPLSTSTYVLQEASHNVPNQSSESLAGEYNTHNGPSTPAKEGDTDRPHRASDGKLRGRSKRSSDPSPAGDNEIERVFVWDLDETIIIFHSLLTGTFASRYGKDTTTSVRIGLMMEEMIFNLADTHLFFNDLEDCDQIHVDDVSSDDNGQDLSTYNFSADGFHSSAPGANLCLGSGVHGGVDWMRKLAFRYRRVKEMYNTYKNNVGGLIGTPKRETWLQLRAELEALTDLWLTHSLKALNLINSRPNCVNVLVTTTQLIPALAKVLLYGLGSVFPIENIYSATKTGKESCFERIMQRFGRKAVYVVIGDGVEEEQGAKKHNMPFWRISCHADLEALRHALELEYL
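Eya2 protein (added as 0.2 uM solution) was preincubated with compound for 10 min at ambient temperature in 50 mM HEPES pH 7.5, 50 mM NaCl, 5 uM MgCl2, 0.05% BSA, 1 mM DTT. OMFP (added at 50 uM) then reacted 10 min; fluorescence read at 485/525 nm.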
ASM inhibitor: human S-ASM enzyme inhibition; P17405; placental ASM, HMU-PC fluorogenic substrate, 60 min; Potency, µM (top dose mostly 57.5 µM), without a hit: at the highest dose activity change, negative = inhibition, actives largely listed as inhibitors; 0.006% of 340,000 active; also: potency is read from the fitted curve at half-maximal effect
Target sequence (P17405 47-631 limits assumed): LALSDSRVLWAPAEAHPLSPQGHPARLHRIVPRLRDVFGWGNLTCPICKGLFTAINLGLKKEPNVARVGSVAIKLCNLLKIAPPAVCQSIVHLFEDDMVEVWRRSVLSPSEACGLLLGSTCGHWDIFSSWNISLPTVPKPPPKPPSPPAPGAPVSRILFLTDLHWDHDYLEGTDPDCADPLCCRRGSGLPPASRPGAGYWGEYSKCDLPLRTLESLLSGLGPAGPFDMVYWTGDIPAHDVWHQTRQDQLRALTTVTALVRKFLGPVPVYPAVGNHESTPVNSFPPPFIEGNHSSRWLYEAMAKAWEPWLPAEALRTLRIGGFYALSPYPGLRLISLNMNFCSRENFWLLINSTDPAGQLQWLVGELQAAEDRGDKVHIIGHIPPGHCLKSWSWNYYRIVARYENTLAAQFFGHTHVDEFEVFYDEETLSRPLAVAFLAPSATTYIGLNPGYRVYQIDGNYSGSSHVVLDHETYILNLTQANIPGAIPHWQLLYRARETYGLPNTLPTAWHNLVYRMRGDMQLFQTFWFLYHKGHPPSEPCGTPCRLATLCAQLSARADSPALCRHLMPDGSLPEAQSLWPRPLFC
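Human placenta-derived ASM preincubated with compound 10 min at room temperature, then reacted with 9 uM (final) fluorogenic HMU-PC substrate for 60 min at 37 C. Stop solution raises pH to 10; fluorescence read at Ex 386/Em 447 nm.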
Tb PFK inh: T. brucei PFK enzyme inhibition. O15648. Potency, µM (highest dose often 57.5 µM), for the others: at the highest dose activity, negative = inhibition, actives largely listed as inhibitors. 0.17% of 330,000 active. AID 485367. T. brucei PFK, ADP-Glo luminescence;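 also: potency is read from the fitted curve at half-maximal effect; 0% = uninhibited 1x PFK enzyme wells and -100% = no-enzyme wells; nearly all actives have a fitted effect of over 60% in size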
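Compounds were pin-transferred as a titration series up to 57 uM into substrate buffer (0.5 mM F6P, 0.1 mM ATP, pH 8.0), then 1.25 nM PFK was added and reactions ran 45 min before ADP-Glo detection.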
* = called active by the depositor; & = joins results of further samples; [ ] = another dose, or the depositor's remark. Unless noted, calls follow the shape of the dose curve; as a rule, active = well fitted curve in the direction sought with a large enough effect; inconclusive = small, poorly fitted or top-dose-only effect, or another doubt; inactive = no such curve, though single readings can be large; an effect the other way counts as inactive or inconclusive.

What do the screens show for `CC(C)(C)C(=O)OCc1cn(-c2ccccc2)nn1`?
TCR act: -2.4%; AT treatment: -0.5%; TSHR antagonist: -1.2; Mito fusion yeast: -0.6%; a7 integrin act: 3.3%; PTAP TSG101 blk: 0.7%; Chronic BCR inh: 6.1%; ELG1 repair inh: inconclusive; Eya2 inh: 11.0%; ASM inhibitor: 2.1%; Tb PFK inh: -0.7%

What do the screens show for `O=C(CSc1nnc(Cc2ccccc2)o1)N1CCCc2ccccc21`?
TCR act: -2.4%; AT treatment: 1.3%; TSHR antagonist: 1.7; Mito fusion yeast: 6.4%; a7 integrin act: 0.0%; PTAP TSG101 blk: -6.1%; Chronic BCR inh: 6.3%; ELG1 repair inh: -11.2%; Eya2 inh: 16.9%; ASM inhibitor: 3.8%; Tb PFK inh: -0.2%

How did Cc1ccc(-c2ccnc(=S)[nH]2)cc1 do in these assays?
TCR act: 1.5%; AT treatment: -6.1%; TSHR antagonist: 3.1; Mito fusion yeast: -1.1%; a7 integrin act: -29.3%; PTAP TSG101 blk: 0.8%; Chronic BCR inh: -10.8%; ELG1 repair inh: -8.2%; Eya2 inh: -0.9%; ASM inhibitor: -0.5%; Tb PFK inh: -8.7%[0.46 µM]

What do the screens show for `O=C(Nc1ccncc1)c1cc2ccccc2o1`?
TCR act: -4.5%; AT treatment: 2.8%; TSHR antagonist: 3.3; Mito fusion yeast: -5.5%; a7 integrin act: 28.2%; PTAP TSG101 blk: -1.4%; Chronic BCR inh: inconclusive; ELG1 repair inh: inconclusive; Eya2 inh: -2.7%; ASM inhibitor: 2.3%; Tb PFK inh: -1.6%

How did c1ccc(OCc2nn3c(Cn4nnc5ccccc54)nnc3s2)cc1 do in these assays?
TCR act: 5.7%; AT treatment: 0.2%; TSHR antagonist: 7.0; Mito fusion yeast: 1.2%; a7 integrin act: -8.7%; PTAP TSG101 blk: -6.9%; Chronic BCR inh: -2.5%; ELG1 repair inh: 3.7%; Eya2 inh: 1.1%; ASM inhibitor: -0.8%; Tb PFK inh: 0.8%

What do the screens show for `CCC1(CC)NC(=O)N(CC(=O)N2N=C(c3ccc(Cl)cc3)CC2c2ccco2)C1=O` (stereo not drawn)?
TCR act: 6.4%; AT treatment: -0.4%; TSHR antagonist: -10.9; Mito fusion yeast: -2.5%; a7 integrin act: -11.1%; PTAP TSG101 blk: -1.2%; Chronic BCR inh: inconclusive; ELG1 repair inh: inconclusive; Eya2 inh: 5.0%; ASM inhibitor: -11.2%; Tb PFK inh: 3.6%

Results for [2H]C(CCOS(N)(=O)=O)c1ccc(C(C)(C)C)cc1 (stereo not drawn) ?
TCR act: -24.4%; AT treatment: -3.0%; TSHR antagonist: 5.7; Mito fusion yeast: 10.9%; a7 integrin act: -15.5%; Chronic BCR inh: inconclusive; ELG1 repair inh: inconclusive; Eya2 inh: -3.6%; ASM inhibitor: 9.1%; Tb PFK inh: -3.7%

How did C=CCOC1=CS(=O)(=O)N(Cc2ccc(Br)cc2)c2ccc(Br)cc21 do in these assays?
TCR act: -6.0%[46.1 µM]; AT treatment: -38.8%[inhibitor]; TSHR antagonist: 8.5; a7 integrin act: 2.6%; PTAP TSG101 blk: 0.3%; Chronic BCR inh: 4.8%; ELG1 repair inh: -12.0%; Eya2 inh: 1.0%; ASM inhibitor: 2.4%; Tb PFK inh: -1.3%

How did C[C@H](CO)N1C[C@H](C)[C@@H](CN(C)S(=O)(=O)c2ccc(F)cc2)Oc2ccc(NC(=O)CCN3CCOCC3)cc2C1=O do in these assays?
TCR act: 1.2%; AT treatment: -6.5%; TSHR antagonist: 16.1; a7 integrin act: 0.0%; PTAP TSG101 blk: -5.3%; Chronic BCR inh: -0.4%; ELG1 repair inh: 13.7%; Eya2 inh: 5.9%; ASM inhibitor: 5.2%; Tb PFK inh: 1.8%

How did Cc1cc(C(=O)N/N=C/c2ccc[nH]2)no1 do in these assays?
TCR act: -1.6%[46.1 µM]; AT treatment: -1.8%; TSHR antagonist: 8.5; Mito fusion yeast: -0.8%; a7 integrin act: -17.3%; PTAP TSG101 blk: -0.8%; Chronic BCR inh: inconclusive; ELG1 repair inh: inconclusive; Eya2 inh: -3.3%; ASM inhibitor: 3.7%; Tb PFK inh: -3.9%

How did CCN1C(=NCCc2ccc([N+](=O)[O-])cc2)N[C@@H](c2ccccc2)[C@H](C(=O)OC)[C@H]1C do in these assays?
TCR act: 0.5%; AT treatment: 2.9%&-3.5%; TSHR antagonist: 7.2&-0.1; Mito fusion yeast: 3.4%; a7 integrin act: -13.2%; PTAP TSG101 blk: -0.5%; Chronic BCR inh: -0.3%&3.5%; ELG1 repair inh: inconclusive; Eya2 inh: -15.0%&-9.1%; ASM inhibitor: -2.7%; Tb PFK inh: -0.4%&1.7%

Results for CN(C)CCCC1(O)c2ccccc2CCc2ccccc21 ?
TCR act: 1.0%; AT treatment: 1.3%; TSHR antagonist: -5.5; Mito fusion yeast: -6.3%; a7 integrin act: -24.4%; PTAP TSG101 blk: -6.6%; Chronic BCR inh: 7.3%; ELG1 repair inh: 15.0%; Eya2 inh: -4.4%; ASM inhibitor: 0.5%; Tb PFK inh: 0.7%

What do the screens show for `COc1ccccc1CNC(=O)C1CCC(CNS(=O)(=O)c2ccc(NC(C)=O)cc2)CC1` (stereo not drawn)?
TCR act: 2.3%; AT treatment: -2.9%; TSHR antagonist: 5.1; Mito fusion yeast: 5.0%; a7 integrin act: 31.5%; PTAP TSG101 blk: -3.6%; Chronic BCR inh: inconclusive; ELG1 repair inh: -0.9%; Eya2 inh: 11.9%; ASM inhibitor: -1.5%; Tb PFK inh: -7.2%

How did Cc1ccc(-c2nn(-c3ccccc3)cc2C(=O)NCC2CCCO2)cc1 (stereo not drawn) do in these assays?
TCR act: 16.5%; AT treatment: 1.6%; TSHR antagonist: -8.9; Mito fusion yeast: 13.2%; a7 integrin act: -7.2%; PTAP TSG101 blk: 1.0%; Chronic BCR inh: 1.7%; ELG1 repair inh: -0.1%; Eya2 inh: -18.6%; ASM inhibitor: 0.8%; Tb PFK inh: 0.1%

Results for CCOC(=O)N1CCN(CC(O)COc2ccc3c(c2)CCC3)CC1 (stereo not drawn) ?
TCR act: -0.5%; AT treatment: 10.5%; TSHR antagonist: 9.4; Mito fusion yeast: -1.1%; a7 integrin act: 18.0%; PTAP TSG101 blk: -1.6%; Chronic BCR inh: 1.3%; ELG1 repair inh: 15.6%; Eya2 inh: -1.2%; ASM inhibitor: -0.2%; Tb PFK inh: -1.5%

Results for Cc1ccc(COc2ccc(C)nc2[N+](=O)[O-])cc1 ?
TCR act: 7.0%; AT treatment: 5.2%; TSHR antagonist: 10.3; Mito fusion yeast: 1.4%; a7 integrin act: -14.2%; PTAP TSG101 blk: 0.3%; Chronic BCR inh: inconclusive; ELG1 repair inh: inconclusive; Eya2 inh: -1.7%; ASM inhibitor: -2.2%; Tb PFK inh: 1.6%

Results for CCOc1ccc(CCNC(=O)c2cc(C)on2)cc1OCC ?
TCR act: -11.8%; AT treatment: 7.7%; TSHR antagonist: -2.7; Mito fusion yeast: -0.7%; a7 integrin act: inconclusive; PTAP TSG101 blk: 1.4%; Chronic BCR inh: -0.9%; ELG1 repair inh: -1.7%; Eya2 inh: -5.6%; ASM inhibitor: 4.3%; Tb PFK inh: -7.6%

What do the screens show for `CCCN1CCN(CCCNC(=O)CN2C(=O)c3cccnc3Oc3ccc(Cl)cc32)CC1`?
TCR act: 4.9%; AT treatment: -1.2%; TSHR antagonist: -1.2; Mito fusion yeast: 0.5%; a7 integrin act: -5.5%; PTAP TSG101 blk: -0.9%; Chronic BCR inh: -0.6%; ELG1 repair inh: inconclusive; Eya2 inh: 1.2%; ASM inhibitor: 7.6%; Tb PFK inh: -3.0%

Results for Cn1c(=N)n(CC(=O)C(C)(C)C)c2ccccc21 ?
TCR act: 0.8%; AT treatment: -4.2%; TSHR antagonist: 12.6; Mito fusion yeast: 0.1%; a7 integrin act: -25.7%; PTAP TSG101 blk: 0.1%; Chronic BCR inh: inconclusive; ELG1 repair inh: inconclusive; Eya2 inh: 12.6%; ASM inhibitor: 6.5%; Tb PFK inh: 0.9%
